Vif-A3F inh: Vif-A3F binding inhibition | HeLa A3F-eYFP + Vif (tagged APOBEC3F with the HIV-1 protein that degrades it), YFP fluorescence increase | Potency, µM (series often up to 46.1 µM), inactives show at the top dose activity, negative = active | actives 0.2% (n = 390,000) | AID 602313; further: potency means the concentration at half of the fitted maximal effect; % of control where 0% means no effect; nearly all actives have a fitted effect of over 65% in size
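HeLa cells stably expressing Vif plus C-terminally eYFP-tagged A3F were seeded, incubated overnight at 37 deg C, dosed with compound, incubated overnight again at 37 deg C. Yellow fluorescence (Ex 488/Em 500-530) reported blocked Vif-mediated A3F-eYFP degradation.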
RXFP1 agonist: activates the human relaxin receptor RXFP1; Q9HBX9; HEK293T-RXFP1 cAMP TR-FRET, 30 min; response scale: percent of porcine relaxin response, buffer zero; Potency, µM (series often up to 57.5 µM), inactives show at the top dose activation, hits mostly activators; actives 0.3% (n = 370,000); further: potency means the concentration at half of the fitted maximal effect; on the % scale 0 is the no-effect control and ±100 the full control effect; nearly all actives have a fitted effect of over 60% in size; many of its hits are not listed in these tables
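cAMP rise read by TR-FRET after 30 min, 37C compound exposure (up to 58 uM) in RXFP1-transfected HEK293 cells with Ro 20174 present. EC50 from Hill-equation fits, with 29 nM porcine relaxin as 100% and buffer as basal.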
LDHA inh: LDHA (human) enzyme inhibition. purified LDHA, NADH/diaphorase-resazurin fluorescence; stronger effect = lower value. activity change, % (values are at about 110 or 230 µM). actives 0.15% (n = 480,000); in the data active means activity change below about -30%; inconclusive means mostly about -25% to -30%;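 further: plate controls were DMSO wells for no effect and wells without enzyme for full effect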
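Remaining NADH was detected by diaphorase (0.133 mg/mL) converting 37 µM resazurin to fluorescent resorufin, read at 0 and 20 minutes. The preceding 5-minute room-temperature reaction used 2 nM LDHA, 0.2 mM sodium pyruvate and 0.06 mM NADH at pH 7.4.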
D1 potentiator: enhances dopamine response at the human D1 receptor. P21728. HEK293 TREx D1 cells, calcium flux, dopamine EC20 potentiation. potentiation, % at 10 µM. actives 0.036% (n = 360,000). AID 504651; in the data active means potentiation above about 30%; further: 0% is about no effect
D1 ag: activates the human D1 dopamine receptor; P21728; HEK293 T-REx D1 cells, calcium flux, agonist mode; activation, % at 2 µM; actives 1% (n = 360,000); AID 504660; in the data active means activation above about 30%; further: 0% is about no effect
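Tetracycline-induced HEK293 TREx D1 cells, force-coupled to calcium signalling, were dye-loaded with a no-wash calcium kit. Compound was pin-added after a 10 s baseline. Fluorescence was read kinetically at 1 cycle/s for 180 s, with calcium rises flagged as agonism.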
D2 potentiator: D2 dopamine receptor (human) potentiation | P14416 | HEK293 T-REx D2, calcium flux, EC20 dopamine potentiation | potentiation, % at 10 µM | actives 0.34% (n = 340,000) | AID 485347;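 active means potentiation over 3 SD above the plate norm, cut at about 30% in these data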; further: 0% is about no effect
Target sequence (P14416 whole entry, looked up): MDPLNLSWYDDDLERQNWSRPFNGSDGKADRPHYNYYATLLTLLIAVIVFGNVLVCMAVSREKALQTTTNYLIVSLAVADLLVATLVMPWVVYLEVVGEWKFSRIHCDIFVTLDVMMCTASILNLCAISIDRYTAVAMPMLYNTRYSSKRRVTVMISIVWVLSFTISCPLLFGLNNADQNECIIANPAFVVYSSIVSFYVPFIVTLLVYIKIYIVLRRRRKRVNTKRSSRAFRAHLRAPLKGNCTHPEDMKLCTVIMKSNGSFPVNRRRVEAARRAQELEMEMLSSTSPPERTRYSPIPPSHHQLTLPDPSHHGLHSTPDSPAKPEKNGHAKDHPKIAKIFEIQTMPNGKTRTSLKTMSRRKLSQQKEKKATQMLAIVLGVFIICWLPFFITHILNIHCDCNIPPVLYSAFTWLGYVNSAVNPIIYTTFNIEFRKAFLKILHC
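Potentiation of an EC20 dopamine calcium response measured kinetically over 180 s, after a preceding 180 s compound-only read flagging agonists. Cells: inducible Hek293 Trex D2 line, 4000/well, cultured overnight at 30 C before dye loading.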
Vif-A3G inh: inhibitors of Vif-APOBEC3G interaction | actives 0.076% (n = 410,000) | AID 602310 | Potency, µM (doses to about 46.1 µM), for the others: at the top dose activity, negative = active, actives largely listed as inhibitors | HeLa A3G-eYFP + Vif (tagged APOBEC3G with the HIV-1 protein that degrades it), YFP fluorescence, overnight;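 further: potency means the concentration at half of the fitted maximal effect; on the % scale 0 is the no-effect control and ±100 the full control effect; nearly all actives have a fitted effect of over 60% in size; hits raise eYFP signal because A3G escapes Vif-driven loss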
Target sequence (Q9HC16 whole entry, looked up): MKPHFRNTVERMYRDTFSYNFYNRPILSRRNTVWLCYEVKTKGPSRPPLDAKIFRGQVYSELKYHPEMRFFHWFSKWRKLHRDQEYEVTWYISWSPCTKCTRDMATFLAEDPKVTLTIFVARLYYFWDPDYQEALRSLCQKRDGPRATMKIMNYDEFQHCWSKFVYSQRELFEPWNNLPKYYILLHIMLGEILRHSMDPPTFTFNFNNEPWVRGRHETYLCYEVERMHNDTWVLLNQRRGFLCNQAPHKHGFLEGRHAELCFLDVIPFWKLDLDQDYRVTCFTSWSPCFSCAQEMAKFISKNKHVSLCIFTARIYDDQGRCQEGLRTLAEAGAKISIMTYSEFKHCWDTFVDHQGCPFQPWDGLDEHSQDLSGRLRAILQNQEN
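Read-out is eYFP fluorescence (Ex 488/Em 500-530) from Vif-expressing HeLa A3G-eYFP cells; more signal means A3G escaped Vif-mediated degradation. Cells plated overnight, compound pinned in, incubated overnight at 37 deg C.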
D1 antag: antagonists of human D1 dopamine receptor | P21728 | HEK293 TREx D1 cells, calcium flux, dopamine EC80; stronger effect = lower value | activity change, negative = inhibition, % at 10 µM | actives 3.2% (n = 360,000) | AID 504652; in the data active means activity change below about -30%; further: on the % scale 0 is the no-effect control and ±100 the full control effect
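Kinetic fluorescence of a calcium dye serves as the read-out. D1-expressing Hek293 Trex cells, induced overnight at 30 C, are exposed to compound for 180 s before an EC80 dopamine addition, then read 180 s further.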
Glioma ERSR ind: induces the endoplasmic reticulum stress response in human glioma cells; AID 602332; U87-MG GRP78 promoter luciferase reporter, 16 h; actives 0.02% (n = 420,000); Potency, µM, inactives show top-dose activation, most hits filed as activators; further: potency means the concentration at half of the fitted maximal effect; series mostly up to about 76 µM; % of control where 0% means no effect; nearly all actives have a fitted effect of over 35% in size
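Stably transfected U87-MG human glioma cells carrying a GRP78-based luminescent sensor were seeded at 1000 cells/well, pin-dosed with compounds and incubated 16 h. Luciferase reagent was then added, and end-point luminescence was read after 10 min at room temperature.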
The depositor's hits bear a star; ? = inconclusive; / = no result given; & = joins results of further samples. Unless noted, the call rests on the fitted dose curve; in most records, active means well fitted curve in the direction sought with a large enough effect; inconclusive means small, poorly fitted or top-dose-only effect, or another doubt; inactive means no such curve, though single readings can be large; an effect the other way counts as inactive or inconclusive. Only part of the results is shown. The share of hits here may be higher or lower than overall.

#	Molecule	Vif-A3F inh	RXFP1 agonist	LDHA inh	D1 potentiator	D1 ag
1	O=C(Nc1ccc(Cl)c(Cl)c1)c1ccccc1	-2%	0.1%	-1	-7	1
2	O=C(NCCN1CCOCC1)c1cc(-c2ccc(F)cc2)on1	-10%	-0.1%	-14	-8	2
3	CCc1ccc(S(=O)(=O)N/N=C(/C)c2ccncc2)cc1	0%	-0.1%	-12	-11	4
4	CC/C(=C\c1ccc(Cl)cc1)c1ccncc1	-17%	/	-4	/	/
5	OC(COC1CCCCC1)CN1CCN(c2ccccc2)CC1 (stereo not drawn)	0%	-2.1%	-7	-1	4
6	O=c1cc(N2CCCCCC2)[nH]c(=O)n1-c1ccccc1Cl	0%	2.0%	-5	-2	-1
7	CC1CCN(C(=O)C2CCN(C(=O)c3cc4sccc4n3Cc3ccc(F)cc3)CC2)CC1	0%	1.1%	1	-11	2
8	Cc1ccc(C)c(N2CCN(c3ccc(N4C(=O)COCC4=O)cc3[N+](=O)[O-])CC2)c1	4%	2.5%	-12	3	3

#	D2 potentiator	Vif-A3G inh	D1 antag	Glioma ERSR ind
1	-20	-8%	-16	0%
2	5	-2%	6	15%
3	4	-1%	-8	1%
4	/	-9%	/	-4%
5	28	3%	-8	-6%
6	/	1%	10	-2%
7	0	0%	9	-2%
8	3	1%	-2	-4%

Carrying on:
#	Molecule	Vif-A3F inh	RXFP1 agonist	LDHA inh	D1 potentiator	D1 ag
9	COc1cc2ccccc2cc1C(=O)Nc1ccc(N2CCN(C)CC2)cc1	1%	-1.0%	0	-8	9
10	Cn1sc2ccccc2c1=O	?	/	-1	/	/
11	COc1ccc(NC(=O)Cn2ncc3c([nH]c4ccccc43)c2=O)cc1Cl	3%	4.3%	0	3	-2
12	Cc1ccc(S(=O)(=O)c2c(C)cc(C)nc2Cl)c(C)c1	3%	-0.8%	-2	-2	0
13	CCN(C(=O)CSc1nc2ccccc2n1Cc1ccccc1C#N)c1ccccc1	1%	0.0%	-4	-1	6
14	COC(=O)c1[nH]c2c(c1C)C(=O)CC(c1cc(OC)c(OC)c(OC)c1)C2 (stereo not drawn)	-1%	1.6%	-7	0	5
15	CCn1c(O)c(N=N)c2ccccc21	-8%	3.3%	0	3	4
16	O=C(Nc1nc2ccc3ccccc3c2s1)c1ccc(N2CCCCC2)c([N+](=O)[O-])c1	-8%	1.0%	0	-2	8

#	D2 potentiator	Vif-A3G inh	D1 antag	Glioma ERSR ind
9	/	2%	-61*	9%
10	/	-2%	/	-5%
11	6	0%	5	-3%
12	-3	-4%	-18	-3%
13	8	3%	-3	-3%
14	-4	0%	-11	-2%
15	5	1%	-5	-7%
16	5	-1%	-1	-5%

(continued)
#	Molecule	Vif-A3F inh	RXFP1 agonist	LDHA inh	D1 potentiator	D1 ag
17	CC1CCCN(C(=O)Cn2cnc3c2c(=O)n(C)c(=O)n3C)C1 (stereo not drawn)	-5%	0.5%	1	0	4
18	CC(Oc1ccc(Cl)cc1)C(=O)Nc1ccccc1N1CCOCC1 (stereo not drawn)	-2%	/	-4	/	/
19	COc1ccccc1CNC(=O)CCS(=O)(=O)Cc1ccc(C)cc1	3%	-1.1%	-1	-8	1
20	CCSc1n[nH]c(=S)s1	9%	1.8%	-7	0	5
21	CNC(=O)c1ccccc1Sc1cccc2cccc(C(=O)O)c12	-5%	4.9%	-2	2	0
22	O=C(NC(=S)Nc1cccc(Cl)c1N1CCCCC1)c1ccc2c(c1)OCCO2	?	7.1%	-5	-7	4
23	CCCOc1ccc(-c2nn(-c3ccccc3)cc2/C=C2\SC(=S)N(C3CCS(=O)(=O)C3)C2=O)cc1 (stereo not drawn)	-16%	2.5%	-4	10	4
24	CC(C)CN(CCCNC(=O)c1cc(-c2cccs2)nc2ccccc12)CC(C)C	4%	0.1%	-11	0	0

#	D2 potentiator	Vif-A3G inh	D1 antag	Glioma ERSR ind
17	2	-1%	-2	-3%
18	/	-8%	/	-4%
19	-1	8%	0	-1%
20	-8	0%	-7	-4%
21	-8	-2%	0	1%
22	-3	-18%	-8	-2%
23	-7	-2%	-11	6%
24	-27	4%	5	0%

Next results:
#	Molecule	Vif-A3F inh	RXFP1 agonist	LDHA inh	D1 potentiator	D1 ag
25	COc1ccccc1CCNC(=O)C(C)Sc1nc(-c2ccccc2)cc(C(F)(F)F)n1 (stereo not drawn)	4%	2.3%	3	0	-1
26	Cc1cc(C)n2c(SC/C(O)=C(\C#N)c3nc4ccccc4[nH]3)nnc2n1	?	1.3%	14	12	1
27	O=C(CN1CCN(C(=O)c2cccc(-n3cnnn3)c2)CC1)Nc1ccccc1Cl	-1%	0.8%	-3	5	3
28	COc1cccc(OC)c1C(=O)NCCSC1CCCCC1	1%	0.6%	-2	-2	4
29	CC(=O)c1ccc(NC(=O)C2=CC(c3cccs3)=NS(=O)(=O)N2C)cc1	0%&-7%	-2.0%&1.6%	-4&-3	-3&-2	0&-1
30	Cc1ccc(S(=O)(=O)NCc2nc3ccccc3[nH]2)cc1	-5%	1.6%	3	-3	2
31	O=C(CN1CCCCC1)NCC(=O)Nc1ccc(F)c(F)c1F	7%	-1.8%	-3	3	8
32	CCc1ccc(S(=O)(=O)Nc2ccccn2)cc1	-1%	-1.0%	-10	-3	4

#	D2 potentiator	Vif-A3G inh	D1 antag	Glioma ERSR ind
25	4	1%	-13	-3%
26	12	-1%	1	-3%
27	-13	2%	-12	-4%
28	-6	-5%	11	1%
29	-1&-1	-5%&3%	-9&-7	0%&-1%
30	3	2%	-2	1%
31	2	0%	2	-1%
32	-6	1%	-12	2%

Gathered by group: the entries above with a nitro group on carbon (2)
#	Molecule	Vif-A3F inh	RXFP1 agonist	LDHA inh	D1 potentiator	D1 ag
8	Cc1ccc(C)c(N2CCN(c3ccc(N4C(=O)COCC4=O)cc3[N+](=O)[O-])CC2)c1	4%	2.5%	-12	3	3
16	O=C(Nc1nc2ccc3ccccc3c2s1)c1ccc(N2CCCCC2)c([N+](=O)[O-])c1	-8%	1.0%	0	-2	8

#	D2 potentiator	Vif-A3G inh	D1 antag	Glioma ERSR ind
8	3	1%	-2	-4%
16	5	-1%	-1	-5%

The listing continues:
#	Molecule	Vif-A3F inh	RXFP1 agonist	LDHA inh	D1 potentiator	D1 ag
33	Cc1ccc(NC(=O)c2ccc(C#CC3(O)CCCCC3)cc2)cc1C	2%	0.1%	-1	0	2
34	COc1cccc(NC(=O)Cn2c(=O)n(CCc3ccc(OC)c(OC)c3)c(=O)c3ccccc32)c1	-1%	20%	-14	-1	3
35	Cn1c2c(c(=O)n(C)c1=O)C(c1ccc(Br)cc1)C(C#N)=C(N)N2 (stereo not drawn)	7%	1.6%	-3	-1	12
36	CCC(C)NC(=S)Nc1ccccc1 (stereo not drawn)	0%	6.2%	-12	-5	1
37	COc1cc2[nH]c(C(=O)N3CCc4ccccc43)cc2c(OC)c1OC	-10%	0.0%	1	8	2
38	CCOC(=O)C(=O)Nc1sc(C(=O)N2CCOCC2)c(C)c1C#N	-13%	-1.0%	-4	3	3
39	Cc1ccc(NC(=S)NCc2ccccn2)cc1	0%	0.3%	-6	-3	4
40	Cc1cccc(Nc2nc(-c3ccccc3)c3cc(C)ccc3n2)c1	0%	1.3%	-9	2	4

#	D2 potentiator	Vif-A3G inh	D1 antag	Glioma ERSR ind
33	3	0%	-14	-8%
34	/	3%	-1	-1%
35	8	-3%	-5	-5%
36	-15	0%	-10	-6%
37	-6	-1%	-4	3%
38	3	2%	-11	-2%
39	-8	-1%	-4	4%
40	-2	-4%	16	-1%

Additional records follow:
#	Molecule	Vif-A3F inh	RXFP1 agonist	LDHA inh	D1 potentiator	D1 ag
41	COc1cc(/C=C2\C(=O)NN(c3ccccc3)C2=O)ccc1OCC(N)=O	/	-1.8%	/	-1	4
42	O=C(CCS(=O)(=O)c1ccccc1)NC12CC3CC(CC(C3)C1)C2	-7%	-0.2%	1	2	2
43	Cn1c(=O)cc(SCC(=O)NCCc2ccc(Cl)cc2)c2cc(Cl)ccc21	-5%	0.1%	-16	-5	1
44	CC(C)(C)C1CCC(=NNC(=O)C(=O)NCc2cccnc2)CC1 (stereo not drawn)	-2%	-0.6%	-7	-2	3
45	Cc1ccc(NC(=O)CCC(=O)NNC(=O)c2ccco2)cc1C	-2%	1.9%	1	3	0
46	CCS(=O)(=O)c1nc2ccccc2n1Cc1ccccn1	0%	-0.3%	-6	-2	3
47	COc1ccc(NC(=O)COc2ccc(/C=N/NC(=O)c3cccnc3)cc2OC)cc1	0%	-3.0%	3	1	2
48	O=C1Nc2ccccc2C(O)(C(=O)NCc2ccc3c(c2)OCO3)N1c1ccccc1 (stereo not drawn)	-10%	-0.1%	-4	-1	2
49	CC(Sc1nnc(-c2ccco2)o1)C(=O)Nc1ccc(OC(F)F)cc1 (stereo not drawn)	1%	/	-7	/	/

#	D2 potentiator	Vif-A3G inh	D1 antag	Glioma ERSR ind
41	-6	/	13	/
42	0	0%	2	-3%
43	-1	1%	0	3%
44	-10	2%	0	-3%
45	2	1%	-19	-4%
46	-5	2%	36	-5%
47	2	-2%	11	0%
48	2	1%	6	-2%
49	/	-6%	/	-2%
